D1 antagonist = Antagonist of Human D 1 Dopamine Receptor: qHTS. D(1A) dopamine receptor (Homo sapiens), P21728. HEK293 TREx D1 cells, calcium flux, dopamine EC80; hits give low values. activity change, negative = inhibition, % at 10 µM. actives 3.2% (n = 360,000). AID 504652, 2011; in the data active = activity change below about -30%; also: % is scaled to controls: 0 for no effect and ±100 for the full control effect
Target sequence (P21728 whole entry, looked up): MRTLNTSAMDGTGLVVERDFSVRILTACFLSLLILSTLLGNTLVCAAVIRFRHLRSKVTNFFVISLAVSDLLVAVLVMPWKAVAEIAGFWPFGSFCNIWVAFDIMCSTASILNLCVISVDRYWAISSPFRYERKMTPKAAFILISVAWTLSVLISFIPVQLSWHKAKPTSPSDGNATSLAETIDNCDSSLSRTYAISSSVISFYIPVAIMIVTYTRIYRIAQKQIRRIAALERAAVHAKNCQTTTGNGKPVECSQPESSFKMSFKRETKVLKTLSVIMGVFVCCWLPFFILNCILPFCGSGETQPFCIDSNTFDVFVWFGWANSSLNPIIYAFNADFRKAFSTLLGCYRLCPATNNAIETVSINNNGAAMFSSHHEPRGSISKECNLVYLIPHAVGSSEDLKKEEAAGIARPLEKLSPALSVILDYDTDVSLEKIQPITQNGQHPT
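Using tetracycline-induced force-coupled D1 Hek293 cells and a calcium dye, signals were followed for 180 s after compound, then for 180 s after EC80 dopamine, to detect inhibitors.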
RXFP1 antag = qHTS Assay for Antagonists of the Relaxin Receptor RXFP1 | HEK293-RXFP1, relaxin-stimulated cAMP HTRF, 30 min; hits give low values | activity change, negative = inhibition, % at 57.5 µM | actives 0.59% (n = 350,000);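 active = activity change of -60% or lower, but not beyond a set lower limit; inconclusive = change between -60% and -40%, or beyond the set limit; inactive = change above -40%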; also: % is scaled to controls: 0 for no effect and ±100 for the full control effect
D1 potentiator = Potentiators of Human D1 Dopamine Receptor: qHTS; potentiation, % at 10 µM; HEK293 TREx D1 cells, calcium flux, dopamine EC20 potentiation; actives 0.036% (n = 360,000); D(1A) dopamine receptor (Homo sapiens), P21728; in the data active = potentiation above about 30%; also: 0% is about no effect
D1 agonist = Allosteric Agonists of the Human D1 Dopamine Receptor: qHTS | D(1A) dopamine receptor (Homo sapiens), P21728 | HEK293 T-REx D1 cells, calcium flux, agonist mode | activation, % at 2 µM | actives 1% (n = 360,000) | AID 504660, 2011; in the data active = activation above about 30%; also: 0% is about no effect
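Inducible HEK293 T-REx D1 cells, force-coupled to calcium signalling, were plated at 4000 cells/well with tetracycline and held overnight at 30 C. After no-wash calcium dye loading, compound-evoked calcium rise over 180 s flagged agonists.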
D2 potentiator = HTS Assay for Positive Allosteric Modulators of the Human D2 Dopamine Receptor: Primary Screen for Potentiators; D(2) dopamine receptor (Homo sapiens), P14416; HEK293 T-REx D2, calcium flux, EC20 dopamine potentiation; potentiation, % at 10 µM; actives 0.34% (n = 340,000); AID 485347, 2010;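 active = potentiation over 3 SD above the plate norm, cut at about 30% in these data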; also: 0% is about no effect
Target sequence (P14416 whole entry, looked up): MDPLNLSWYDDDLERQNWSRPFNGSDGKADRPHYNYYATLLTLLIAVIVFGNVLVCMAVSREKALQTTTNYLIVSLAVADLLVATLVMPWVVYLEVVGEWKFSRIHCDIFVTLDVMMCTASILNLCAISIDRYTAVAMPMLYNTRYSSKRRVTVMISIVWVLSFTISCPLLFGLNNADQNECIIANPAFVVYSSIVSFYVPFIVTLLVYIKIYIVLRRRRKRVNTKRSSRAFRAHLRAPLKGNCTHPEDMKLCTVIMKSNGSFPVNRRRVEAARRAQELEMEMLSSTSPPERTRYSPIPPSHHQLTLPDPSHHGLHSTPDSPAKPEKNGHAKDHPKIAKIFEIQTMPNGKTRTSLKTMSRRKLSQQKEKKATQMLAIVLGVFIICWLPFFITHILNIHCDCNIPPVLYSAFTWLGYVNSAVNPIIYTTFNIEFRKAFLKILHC
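Potentiation of an EC20 dopamine calcium response is measured in a force-coupled, tetracycline-inducible Hek293 Trex D2 line. Compound-only kinetic reads over 180 s flag agonists before dopamine addition.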
TRHR ag = qHTS for Small Molecule Agonists and Allosteric Enhancers of Human TRH Receptor: Primary Screen for Agonists; TRHR cells, calcium flux fluo-8, FDSS agonist mode; activation, % at 2 µM; Thyrotropin-releasing hormone receptor (Homo sapiens), P34981; actives 0.18% (n = 360,000); AID 493084, 2011; in the data active = activation above about 30%; also: 0% is about no effect
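Fluo-8-loaded TRHR cells; 10 s baseline, compound added, kinetic Ca2+ fluorescence read 1/s, agonist mode.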
RXFP1 ag = qHTS Assay for Agonists of the Relaxin Receptor RXFP1; Relaxin receptor 1 (Homo sapiens), Q9HBX9; Potency, µM (titrated, usually from 57.5 µM), for inactives: at the top dose activation, usual class: activators; actives 0.3% (n = 370,000); HEK293T-RXFP1 cAMP TR-FRET, 30 min; response scale: percent of porcine relaxin response, buffer zero; also: potency is read from the fitted curve at half-maximal effect; % is scaled to controls: 0 for no effect and ±100 for the full control effect; nearly all actives have a fitted effect of over 60% in size; many of its hits are not listed in these tables
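Agonist response is measured as cAMP accumulation in an RXFP1-transfected HEK293T line under PDE4 inhibition. Values are scaled between buffer-only and 29 nM porcine relaxin, and EC50s come from standard Hill equation fits.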
Apoferritin bind = qHTS Assay for Identification of Novel General Anesthetics; Ferritin light chain (Equus caballus), P02791; apoferritin/1-aminoanthracene competitive binding, fluorescence; Potency, µM (series often up to 77.5 µM), without a hit: at the top dose activity change, negative = displacement, usual class: inhibitors; actives 0.074% (n = 350,000); AID 485281, 2010; also: potency is read from the fitted curve at half-maximal effect; % is scaled to controls: 0 for no effect and ±100 for the full control effect; nearly all actives have a fitted effect of over 20% in size
Target sequence (P02791 2-175 limits assumed): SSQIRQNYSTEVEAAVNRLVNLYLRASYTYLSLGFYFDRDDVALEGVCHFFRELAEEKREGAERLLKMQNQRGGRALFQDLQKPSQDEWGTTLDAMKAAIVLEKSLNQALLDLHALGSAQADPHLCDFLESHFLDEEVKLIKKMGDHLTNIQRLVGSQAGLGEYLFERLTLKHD
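Probe: 1-aminoanthracene (50% saturated, PBS). Protein: horse-spleen apoferritin, 10 uM. Incubation: 10 min, room temperature. Detection: 380 nm excitation, 535 nm emission. Analysis: normalized response, four-parameter Hill.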
TRHR enhancer = qHTS for Small Molecule Agonists and Allosteric Enhancers of Human TRH Receptor: Primary Screen for Enhancers; TRHR cells, fluo-8 calcium fluorescence, EC20 TRH enhancement; actives 0.66% (n = 360,000); enhancement, % at 2 µM; in the data active = enhancement above about 30%; also: 0% is about no effect
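Enhancer read-out: after compound pinning and an initial kinetic agonist-mode read, an EC20 of TRH (10 nM final) was injected and fluo-8 calcium signal (Ex 480/Em 530) followed at 1 s/cycle for 100 cycles in TRHR-expressing cells.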
Active calls of the source: *; u = inconclusive; x = not tested or not shown; & = joins results of further samples. Unless noted, calls follow the shape of the dose curve; as a rule, active = well fitted curve in the direction sought with a large enough effect; inconclusive = small, poorly fitted or top-dose-only effect, or another doubt; inactive = no such curve, though single readings can be large; an effect the other way counts as inactive or inconclusive. This is a subset; the hit share may differ from the screen's.

SMILES	D1 antagonist	RXFP1 antag	D1 potentiator	D1 agonist	D2 potentiator	TRHR ag	RXFP1 ag	Apoferritin bind	TRHR enhancer
CCOC(=O)C1=C(CN2CCOCC2)NC(=O)NC1c1cccc([N+](=O)[O-])c1 (configuration not stated)	4	-10	-1	1	6	0.2	u	-10%	-9
Nc1cc(-c2ccc(Br)cc2)[nH]n1	7	6	0	1	-3	0.5	-0.5%	-19%	-1
COc1ccc(CNC(=O)COC(=O)c2c[nH]c(=O)[nH]c2=O)cc1OC	-8	8	-2	2	-9	0.8	0.2%	-7%	-3
Cc1noc(/C=C/c2ccccn2)c1[N+](=O)[O-]	-3	32	-4	3	7	0.0	-1.2%	-18%	-12
CCOC(=O)c1c2n(c3ccc(OC(C)=O)cc13)CCC2	5	-9	-3	2	6	-0.2	-2.0%	-10%	4
CN(C)CCNc1nc(S(=O)(=O)c2ccccc2)c(Cl)s1	-5	-8	-4	5	-1	0.9	0.6%	-3%	2
O=C(NCc1ccccc1Cl)C1CCN(c2ncnc3c2nc2n3CCCCC2)CC1	-6&5	8&2	4&1	1&-1	4&-1	-0.8&-0.7	-0.2%&-1.0%	2%&0%	-12&-4
O=[N+]([O-])c1cc(S(=O)(=O)CCCN2CCOCC2)ccc1F	-13	-10	8	5	x	-0.1	-0.5%	-8%	3
COc1ccc(CNC(=O)/C=C/c2ccc(OCCCF)cc2)cc1OC	-15	4	-3	2	-2	-0.5	-1.2%	-20%	-13
O=C(O)C1CCN(C(=O)c2ccc(Cl)cc2)CC1	13	5	3	4	0	0.5	-0.7%	-8%	-7
CCCCNC(=O)c1ccccc1NC(=O)CCC	6	0	14	1	-4	0.1	-0.5%	-7%	-1
O=C1c2ccccc2NC(c2cn[nH]c2-c2ccc(Cl)cc2)N1O (configuration not stated)	-9	-13	-1	1	-2	-0.7	1.2%	3%	-3
CCCn1cnc2cc(NCc3ccc(Br)cc3)ccc21	3	-21	-6	2	-8	0.2	0.0%	-23%	1
O=C(OCCC1Oc2cccnc2NC1=O)c1ccc(Cl)cc1 (configuration not stated)	x	-7	-4	0	4	-0.2	-2.1%	-15%	-6
COc1ccc(-n2c(C)n[nH]c2=O)cc1OC	-2	-1	0	-1	-6	0.4	0.8%	-4%	-4
CON(C)c1nc(Oc2ccc(=O)[nH]n2)nc(N(C)C)n1	2	9	1	8	45*	1.0	-0.1%	8%	-2
O=C(NC1CCS(=O)(=O)C1)C1CCCC1 (configuration not stated)	0	3	-5	3	0	0.2	0.3%	x	8
CCCCCCNc1cc2n(c(=O)n1)CCc1cc(OC)c(OC)cc1-2	1	15	-1	0	-17	-0.2	8.5%	-16%	11
CCn1c(COc2ccc(OC)cc2)nnc1SCC(=O)Nc1cc(OC)ccc1OC	0	2	-3	-3	21	-1.2	1.0%	-5%	2
Cc1cc(NC(=O)CSc2nnnn2Cc2ccccc2)no1	8	3	5	-1	-5	0.0	1.3%	-10%	4
CN(CCCNC(=O)c1cc2c(=O)n(C)c3ccccc3c2s1)Cc1ccccc1	-12	-21	-1	1	-9	-0.7	7.8%	-14%	0
Cn1c(=O)oc2cc(S(=O)(=O)N3CCCC(C(=O)Nc4nccs4)C3)ccc21 (configuration not stated)	-3	x	-1	3	10	0.1	0.1%	4%	3
CC(C)CC(=O)N1CCC(O)(CS(=O)(=O)Cc2ccc(Cl)cc2)CC1	-14	-1	-9	9	-18	1.3	0.0%	-9%	-7
O=C1N(CC(=O)N2CCc3ccccc32)CCN1Cc1ccccc1Cl	-3	0	-11	8	0	0.5	-0.6%	u	3
CCCCCCCCOc1ccc(C(=O)O)cc1	x	x	-4	0	-10	-1.0	-0.5%	x	-2

Shown as a hit in D2 potentiator, of those listed so far:
structure | D1 antagonist | RXFP1 antag | D1 potentiator | D1 agonist | D2 potentiator | TRHR ag | RXFP1 ag | TRHR enhancer
CON(C)c1nc(Oc2ccc(=O)[nH]n2)nc(N(C)C)n1 | 2 | 9 | 1 | 8 | 45* | 1.0 | -0.1% | -2

(continued)
SMILES	D1 antagonist	RXFP1 antag	D1 potentiator	D1 agonist	D2 potentiator	TRHR ag	RXFP1 ag	Apoferritin bind	TRHR enhancer
COc1cccc(-c2nc(CS(=O)CC(=O)NCCc3ccccc3)c(C)o2)c1 (configuration not stated)	-3	7	-6	0	-2	-0.1	1.4%	-8%	-3
Cc1cc(C)n(C(=O)c2ccc([N+](=O)[O-])cc2[N+](=O)[O-])n1	8	-9	1	-1	0	-0.2	1.1%	-11%	0
CN(C)C(=O)c1cc(-c2ccccc2)no1	-6	-1	0	1	8	-0.1	-0.3%	-10%	13
CCOC(=O)N1CCN(C(=O)CN(c2cccc(C)c2)S(=O)(=O)c2ccc(C)cc2)CC1	10	-16	-2	6	25	-1.0	0.1%	-7%	-4
COC(=O)CSc1nnc(CNC(=O)Cc2ccccc2)n1C	5	26	-5	4	-2	0.6	-0.5%	-12%	1
CN(C)C(=O)c1ccc(-n2nc(C(F)(F)F)c3c2CCCC3)cc1	6	-8	4	0	x	-0.1	-1.3%	-17%	-2
CCCn1c(=O)c2c(C(F)(F)F)cc(-c3cccs3)nc2n(CCC)c1=O	5	x	-4	1	17	1.0	3.8%	-5%	-3
CC(NC(=O)c1cc2sccc2n1C)c1ccc2c(c1)OCCO2 (configuration not stated)	-7	1	3	6	-3	0.6	-2.2%	1%	1
COc1ccc(C(=O)NC(C)c2nnc(SCC(=O)Nc3nc4ccccc4s3)n2C)cc1 (configuration not stated)	-6	-16	5	3	-2	-0.2	1.0%	-19%	2
CC1CCN(c2c(NCC3CCC(C(=O)N4CCc5ccccc5C4)CC3)c(=O)c2=O)CC1 (configuration not stated)	-6	x	x	3	-1	-0.3	1.7%	-8%	5
CCc1cc(C(=O)NNC(=O)CCl)sc1C	5	-9	-1	6	9	0.4	3.1%	-9%	1
O=C(COC(=O)/C=C/c1ccc([N+](=O)[O-])cc1)NC1CCCCC1	0	9	-3	2	-1	-0.3	1.0%	x	-4
O=C(O)CNC(=O)C1CCCN1C(=O)CNC(=O)OCc1ccccc1 (configuration not stated)	-2	5	4	3	-1	0.1	-0.6%	14%	7
COc1cc(-c2nc(Cn3nnc(C(=O)Nc4cc(C)cc(C)c4)c3C)c(C)o2)cc(OC)c1OC	3	x	0	2	11	1.9	-3.0%	-11%	12
COc1ccccc1CN1CCN(Cc2nc(-c3ccccc3)no2)CC1	-9	0	-5	10	9	-2.2	-1.0%	-13%	7
Cc1cccc(NCc2nc(SCC(N)=O)n[nH]2)c1	-11	7	-4	1	-3	0.4	-0.7%	-13%	-2
Cn1c(-c2sccc2OCc2ccc(Cl)cc2Cl)n[nH]c1=S	-1	-19	-2	1	5	-0.5	3.5%	-8%	-5
COc1cccc(CNC(=S)Nc2cc(C)ccc2C)c1	-14	-1	-4	1	-3	-1.5	1.0%	-9%	20
COc1cc2c(=O)n(Cc3ccccc3)c(=O)n(CC(=O)NCCc3ccccc3)c2cc1OC	9	4	9	-3	18	0.1	8.0%	-14%	4
CN(C)c1ccnc(Oc2ccc(Cl)cc2)c1C#N	8	16	-10	21	42*	-0.3	-0.8%	-21%	5
COc1ccccc1CNC(=O)CSc1ncc2c(n1)-c1ccccc1N(Cc1ccc(C)cc1)S2(=O)=O	9	x	1	4	20	0.8	14%	-6%	-5
CN1/C(=C\C=N\O)C(C)(C)c2ccccc21	5	-1	2	-1	1	-0.5	0.4%	-14%	-3
c1ccc(CCn2nnnc2C(c2cccs2)N2CCN(Cc3ccc4c(c3)OCO4)CC2)cc1 (configuration not stated)	11	-4	-10	4	-3	-0.2	1.0%	7%	-4
Cc1ccccc1-n1c(=O)c2c3c(sc2n2cnnc12)CCCC3	-10	-7	-3	1	12	0.0	3.6%	-5%	-2
O=C(O)c1ccccc1C(=O)NCc1cccnc1	-2	-4	-4	1	-7	0.3	-0.1%	-9%	-2
Going on with the list.
SMILES	D1 antagonist	RXFP1 antag	D1 potentiator	D1 agonist	D2 potentiator	TRHR ag	RXFP1 ag	Apoferritin bind	TRHR enhancer
CCOc1ccc(Nc2ncnc3c2nnn3Cc2ccccc2)cc1	-8	-16	-6	3	0	-0.4	3.9%	-2%	-9
O=c1c([N+](=O)[O-])c(N2CCOCC2)c2ccccc2n1Cc1ccccc1	10	8	-2	2	6	-2.2	2.9%	u	-4
CC(=O)Nc1ccc(Nc2nc(-c3sc(NC(C)=O)nc3C)cs2)cc1	8	-15	-3	-1	1	-0.2	0.4%	-14%	1
CCOc1ccc(S(=O)(=O)NCc2ccc3c(c2)OCO3)cc1C(=O)O	2	-5	4	2	11	1.0	-0.3%	-12%	1
Cc1ccc(CCNC(=O)C2CCCN(C(=O)N(C)C)C2)cc1 (configuration not stated)	2	-15	-7	1	-11	0.1	-0.2%	-11%	-5
COc1ccccc1C(=O)NCC(=O)OCC(=O)Nc1cccc(S(=O)(=O)N(C)C)c1	-9	11	-2	-1	1	0.2	0.3%	-17%	-2
Cc1ccc(Cn2c(CNS(=O)(=O)c3ccc(Cl)s3)nc3cccnc32)cc1	9	-1	-3	2	1	-0.4	0.9%	3%	-2
CCN(c1ccccc1)S(=O)(=O)c1ccc(OC)c(NC(=O)C2CC(=O)N(Cc3ccccc3)C2)c1 (configuration not stated)	0	2	2	4	-6	-1.0	0.0%	-2%	-14
CC(NC(=O)CNC(=O)c1ccccc1Br)c1cccs1 (configuration not stated)	-23	21	-4	4	-9	-0.2	1.5%	x	8
COC(=O)c1cc(NC(=O)COC(=O)C2CCC2)cc(C(=O)OC)c1	0	-8	-1	0	-6	0.3	3.0%	x	-1

Random excerpt: 4 records from the list, in no set order.
SMILES	D1 antagonist	RXFP1 antag	D1 potentiator	D1 agonist	D2 potentiator	TRHR ag	RXFP1 ag	Apoferritin bind	TRHR enhancer
O=C(O)C1CCN(C(=O)c2ccc(Cl)cc2)CC1	13	5	3	4	0	0.5	-0.7%	-8%	-7
CCCCNC(=O)c1ccccc1NC(=O)CCC	6	0	14	1	-4	0.1	-0.5%	-7%	-1
CN(C)c1ccnc(Oc2ccc(Cl)cc2)c1C#N	8	16	-10	21	42*	-0.3	-0.8%	-21%	5
O=C(O)c1ccccc1C(=O)NCc1cccnc1	-2	-4	-4	1	-7	0.3	-0.1%	-9%	-2

Bioassay records (PubChem BioAssay)
